UBC13 polyUb – inhibitors of human UBC13 polyubiquitin chain formation. 0.47% of 330,000 active. P61088. inhibition, % at 20 µM. TR-FRET; in the data active means inhibition above about 45%, passing the limit was not always enough
Target sequence (P61088 whole entry, looked up): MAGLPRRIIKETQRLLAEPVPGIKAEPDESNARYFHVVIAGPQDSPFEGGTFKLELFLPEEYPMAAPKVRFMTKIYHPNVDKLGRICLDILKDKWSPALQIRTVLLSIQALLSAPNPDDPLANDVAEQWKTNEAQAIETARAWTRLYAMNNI
SENP8 block-1 – inhibitors of human SENP8 protease. Q96LD8. recombinant SENP8, Nedd8 substrate fluorescence. inhibition, % at 20 µM. 0.64% of 360,000 active. AID 602440; in the data active means inhibition mostly above about 40%, no sharp cut-off; inactive means mostly below about 27%
PfG6PD inh – PfG6PD (Plasmodium falciparum) enzyme inhibition | inhibition, % at 20 µM | PfGluPho enzyme, NADPH resazurin-diaphorase fluorescence | 0.78% of 350,000 active | AID 504690;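 active means inhibition reaching at least a set limit at 20 µM in the primary screen, cut at about 59% in these data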;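 further: 0% = DMSO wells with substrate and 100% = DMSO wells lacking glucose-6-phosphate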
SENP1 inh – inhibitors of human SENP1 SUMO protease catalytic domain; Q9P0U3; recombinant SENP1 catalytic domain, CyPet-SUMO1-YPet FRET cleavage; inhibition, % at 10 µM; 0.21% of 360,000 active;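 active means inhibition at least 30% at 10 µM, raw YFP signal under a set limit, fluorescence ratio 0.5 to 1.5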;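 further: 0% = enzyme with DMSO and 100% = no enzyme wells; some results filed as inactive read as strong as hits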
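Compound: 10 µM single point, 0.5% DMSO; Test system: hSENP1 catalytic domain, recombinant; Timing: 50 min reaction at room temperature; Technique: FRET, CFP and YFP emission; Control set: no-enzyme wells low, DMSO-plus-enzyme wells high control.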
SENP7 inh – SENP7 protease inhibition; Q9BQF6; recombinant SENP7, Z-RLRGG-aminoluciferin luminescence, 40 min; inhibition, % at 5 µM; 1.5% of 330,000 active; AID 434973;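 active means inhibition above about 50% at the single test dose, limit read from the data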;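 further: plate controls were DMSO with enzyme for no effect and no enzyme buffer wells for full effect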
Target sequence (Q9BQF6 706-1050 limits assumed): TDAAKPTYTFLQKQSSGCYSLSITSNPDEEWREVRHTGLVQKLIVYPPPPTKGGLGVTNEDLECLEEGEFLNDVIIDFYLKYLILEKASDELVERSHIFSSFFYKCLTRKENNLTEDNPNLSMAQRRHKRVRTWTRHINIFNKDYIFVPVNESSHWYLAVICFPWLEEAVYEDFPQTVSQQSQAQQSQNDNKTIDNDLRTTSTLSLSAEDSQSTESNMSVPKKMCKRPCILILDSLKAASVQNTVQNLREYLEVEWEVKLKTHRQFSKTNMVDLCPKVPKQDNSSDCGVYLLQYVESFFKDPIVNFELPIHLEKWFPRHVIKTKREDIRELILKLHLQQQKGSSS
HKDC1 inh – inhibitors of human hexokinase HKDC1; recombinant HKDC1, G6PDH/diaphorase resazurin coupled fluorescence; AID 493160; inhibition, % at 20 µM; 0.16% of 340,000 active; Q2TB90;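 active means inhibition above about 35% when tested at 20 µM, limit read from the data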;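 further: plate controls were DMSO wells with enzyme for no effect and DMSO wells lacking enzyme for full effect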
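test system = in-house recombinant HK5 (HKDC1) enzyme | amount = HKDC1 at 5 µg/mL | control set = DMSO-enzyme wells negative, buffer-substituted wells positive | compound = one dose of 20 µM, 1% DMSO | schedule = reaction time 90 min, room temperature, protected from light | technique = resorufin fluorescence at 613 nm | reagent = glucose with 1 mM ATP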
SENP8 block-2 – inhibitors of human SENP8 protease | 1.2% of 330,000 active | inhibition, % at 10 µM | AID 2540 | purified SENP8, Z-RLRGG-aminoluciferin cleavage, luminescence | Q96LD8; in the data active means inhibition above about 50%
MIN6 prolif – inducers of beta-cell replication in MIN6 cells; MIN6 cells proliferation, ATPlite luminescence, 48 h; cells starved in 0.2% serum; 100% = growth in 10% serum; proliferation, % at 10 µM; 0.29% of 330,000 active; AID 2380;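 active means compounds whose signal lies at least 3.5 SD above the mean of all wells on their plate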;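 further: 0% = DMSO-treated cells in low-serum medium and 100% = 10% serum control; some compounds called inactive have numbers as strong as hits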
SENP6 inh – SENP6 protease inhibition; Recombinant SENP6 catalytic domain, aminoluciferin luminescence; 1.8% of 330,000 active; AID 2599; inhibition, % at 10 µM; Q9GZR1;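 active means inhibition above about 50% at the single tested dose, limit read from the data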;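 further: plate controls were DMSO wells with enzyme for no effect and DMSO wells lacking enzyme for full effect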
Target sequence (Q9GZR1 628-1112 limits assumed): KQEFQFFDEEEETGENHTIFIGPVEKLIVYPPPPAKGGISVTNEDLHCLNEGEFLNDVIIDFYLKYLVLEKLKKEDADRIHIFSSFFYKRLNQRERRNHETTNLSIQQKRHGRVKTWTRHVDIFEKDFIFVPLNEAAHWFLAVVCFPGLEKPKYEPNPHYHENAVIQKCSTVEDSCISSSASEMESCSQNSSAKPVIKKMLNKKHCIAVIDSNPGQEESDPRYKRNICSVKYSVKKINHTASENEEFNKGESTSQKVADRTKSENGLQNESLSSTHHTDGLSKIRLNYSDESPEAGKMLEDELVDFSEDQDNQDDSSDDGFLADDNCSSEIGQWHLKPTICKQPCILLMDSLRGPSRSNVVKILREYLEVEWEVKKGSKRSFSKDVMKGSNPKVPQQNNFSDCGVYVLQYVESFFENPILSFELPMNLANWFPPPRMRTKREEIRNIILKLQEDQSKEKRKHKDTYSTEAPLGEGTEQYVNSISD
Starred values were filed as active, the others as inactive.

Screening O=C(Cn1c(=O)oc2ccccc21)NCCc1ccccc1 returned UBC13 polyUb -1, SENP8 block-1 10, PfG6PD inh -8, SENP1 inh 0, SENP7 inh 3, HKDC1 inh -1, SENP8 block-2 6, MIN6 prolif 0 and SENP6 inh -15.
For COc1cccc(CN2CCCC(C(=O)N3CCCCC3)C2)c1OC (stereo not given) the results were UBC13 polyUb 2, SENP8 block-1 8, PfG6PD inh -11, SENP1 inh 3, SENP7 inh 6, HKDC1 inh -4, SENP8 block-2 4, MIN6 prolif -2 and SENP6 inh 7.
Screening COC(=O)c1ccc(CSc2cc(C)c3cc(C)cc(C)c3n2)o1 returned UBC13 polyUb 3, SENP8 block-1 4, PfG6PD inh -3, SENP1 inh 0, SENP7 inh 8, HKDC1 inh -8, SENP8 block-2 3, MIN6 prolif -6 and SENP6 inh -4.
For COc1ccc(NC(=S)N(CCC(C)C)C2CCN(C(C)C)CC2)cc1 the results were UBC13 polyUb -1, SENP8 block-1 18, PfG6PD inh -13, SENP1 inh -15, SENP7 inh -8, HKDC1 inh -2, SENP8 block-2 -3, MIN6 prolif 0 and SENP6 inh 19.
CC(=O)CCc1ccc(OCCCCN2CCC(Cc3ccccc3)CC2)cc1 was read as UBC13 polyUb 9, SENP8 block-1 8, PfG6PD inh 6, SENP1 inh 1, SENP7 inh -1, HKDC1 inh 2, SENP8 block-2 -5, MIN6 prolif -4 and SENP6 inh -12.
`COc1cccc(OCc2nnc(SCC(=O)N3c4ccccc4Sc4ccc(Cl)cc43)o2)c1` gave UBC13 polyUb -17, SENP8 block-1 23, PfG6PD inh 8, SENP1 inh 2, SENP7 inh 1, HKDC1 inh -3, SENP8 block-2 1, MIN6 prolif -6 and SENP6 inh -6.
`COc1ccc(NC(=O)c2cccc(N3C(=O)C4C5C=CC(C5)C4C3=O)c2)cc1Cl` (stereo not given) gave UBC13 polyUb 2, SENP8 block-1 6, PfG6PD inh 7, SENP1 inh -1, SENP7 inh -15, HKDC1 inh 1, SENP8 block-2 -13, MIN6 prolif -2 and SENP6 inh -26.
Screening S=C(Nc1ccc(Cl)cc1Cl)N1CCCC1 returned UBC13 polyUb -4, SENP8 block-1 6, PfG6PD inh -7, SENP1 inh 3, SENP7 inh -10, HKDC1 inh -3, SENP8 block-2 -11, MIN6 prolif 0 and SENP6 inh -9.
CC1=C(C#N)C(c2ccccc2)C2=C(N1)c1ccccc1C2=O (stereo not given) was read as UBC13 polyUb 3, SENP8 block-1 4, PfG6PD inh -27, SENP1 inh 2, SENP7 inh 7, HKDC1 inh -3, SENP8 block-2 -3, MIN6 prolif 0 and SENP6 inh 4.
For Cc1nc(-c2ccc(Cl)cc2)sc1C1(C)CC(c2cccc([N+](=O)[O-])c2)=NO1 (stereo not given) the results were UBC13 polyUb 8, SENP8 block-1 14, PfG6PD inh 3, SENP1 inh 1, SENP7 inh -3, HKDC1 inh 2, SENP8 block-2 -9, MIN6 prolif -4 and SENP6 inh -12.
`CCc1ccc(Nc2n[n+](-c3ccccc3)c(-c3cc(OC)c(OC)cc3Br)s2)cc1` gave UBC13 polyUb 52*, SENP8 block-1 11, PfG6PD inh 13, SENP1 inh -1, SENP7 inh 3, HKDC1 inh -3, SENP8 block-2 -17, MIN6 prolif -8 and SENP6 inh -25.
Screening O=C(CCN1C(=O)C2CC=CCC2C1=O)N1CCN(c2ccccn2)CC1 (stereo not given) returned UBC13 polyUb 4, SENP8 block-1 -26, PfG6PD inh -1, SENP1 inh 0, SENP7 inh 2, HKDC1 inh -3, SENP8 block-2 -5, MIN6 prolif 0 and SENP6 inh -12.
Screening COc1ccc(CN2CCN(CCCc3ccccc3)C(CCO)C2)c(O)c1 (stereo not given) returned UBC13 polyUb 0, SENP8 block-1 21, PfG6PD inh -5, SENP1 inh -2, SENP7 inh 9, HKDC1 inh -2, SENP8 block-2 -5, MIN6 prolif 4 and SENP6 inh -6.
Screening COc1ccc(CCN2CC(C(=O)NCC(=O)Nc3ccc(F)c(F)c3)CC2=O)cc1OC (stereo not given) returned UBC13 polyUb -4, SENP8 block-1 6, PfG6PD inh -18, SENP1 inh -1, SENP7 inh -15, HKDC1 inh -4, SENP8 block-2 -10, MIN6 prolif -5 and SENP6 inh -12.
Screening COC(C(=O)Nc1ccnn1C1CCN(C(=O)c2ccc(C=O)cc2)CC1)c1ccccc1 (stereo not given) returned UBC13 polyUb -5, SENP8 block-1 -6, PfG6PD inh 3, SENP1 inh 3, SENP7 inh -16, HKDC1 inh 0, SENP8 block-2 -15, MIN6 prolif 0 and SENP6 inh -1.
For COc1ccc(/C=C(/C#N)C(=O)Nc2cc(C)ccc2C)cc1C(=O)O the results were UBC13 polyUb -10, SENP8 block-1 27, PfG6PD inh -16, SENP1 inh 2, SENP7 inh 0, HKDC1 inh 6, SENP8 block-2 -9, MIN6 prolif 1 and SENP6 inh -8.
Screening CC(=O)OC1CCC2(C)C3=CCC4(C)C(C(C)=O)=CCC4C3CCC2C1 (stereo not given) returned SENP8 block-1 14, PfG6PD inh -7, SENP1 inh -1 and HKDC1 inh -4.
`CCC(c1nnnn1C1CCCCC1)N1CCN(C(=O)c2ccco2)CC1` (stereo not given) gave UBC13 polyUb -4, SENP8 block-1 1, PfG6PD inh -9, SENP1 inh 1, SENP7 inh -2, HKDC1 inh -4, SENP8 block-2 -1, MIN6 prolif 6 and SENP6 inh 21.
CCCN(CCC)CC(O)COc1ccc2c(c1)OCO2 (stereo not given) was read as UBC13 polyUb 1, SENP8 block-1 3, PfG6PD inh -3, SENP1 inh 1, SENP7 inh 2, HKDC1 inh -9, SENP8 block-2 -2, MIN6 prolif -2 and SENP6 inh 5.
`CS(=O)(=O)N(CC(=O)N1CCOCC1)c1ccc(Cl)cc1` gave UBC13 polyUb -4, SENP8 block-1 15, PfG6PD inh -7, SENP1 inh 2, SENP7 inh 6, HKDC1 inh -4, SENP8 block-2 -10, MIN6 prolif -2 and SENP6 inh -25.
`O=C(CCCCCNC(=O)N1CCn2c1nc1ccccc12)N[C@@H](Cc1ccccc1)C(=O)O` gave UBC13 polyUb -14, SENP8 block-1 47*, PfG6PD inh -8, SENP1 inh 2, SENP7 inh 2, HKDC1 inh -5, SENP8 block-2 4, MIN6 prolif -4 and SENP6 inh 2.
For COc1cccc(NC(=O)CN(C)C(=O)c2ccc(N3CCCCC3)c([N+](=O)[O-])c2)c1 the results were UBC13 polyUb -20, SENP8 block-1 20, PfG6PD inh -11, SENP1 inh 3, SENP7 inh -6, HKDC1 inh 1, SENP8 block-2 -12, MIN6 prolif 7 and SENP6 inh -15.
CC(=O)N(CC1CCCO1)C1(C(=O)NC2CCCC2)CCCCC1 (stereo not given) was read as UBC13 polyUb 4, SENP8 block-1 11, PfG6PD inh -3, SENP1 inh 3, SENP7 inh -6, HKDC1 inh 2, SENP8 block-2 4, MIN6 prolif -2 and SENP6 inh 7.
For Cc1ccc(C2(C)NC(=O)N(CC(=O)N3CCN(C(=O)c4cccs4)CC3)C2=O)cc1 (stereo not given) the results were UBC13 polyUb -15, SENP8 block-1 -14, PfG6PD inh 5, SENP1 inh -18, SENP7 inh -8, HKDC1 inh -1, SENP8 block-2 -11, MIN6 prolif -5 and SENP6 inh -2.
For CCCCC(=O)N(c1ccc(C)c(C)c1)C1C=CS(=O)(=O)C1 (stereo not given) the results were UBC13 polyUb 2, SENP8 block-1 6, PfG6PD inh -6, SENP1 inh 2, SENP7 inh 0, HKDC1 inh -1, SENP8 block-2 -8, MIN6 prolif -1 and SENP6 inh -2.
CC(C)CC(NC(=O)/C(=C\c1ccco1)NC(=O)c1ccco1)C(=O)O (stereo not given) was read as UBC13 polyUb -2, SENP8 block-1 -7, PfG6PD inh -1, SENP1 inh -15, SENP7 inh 4, HKDC1 inh -5, SENP8 block-2 -2, MIN6 prolif -1 and SENP6 inh -11.
O=C(COC(=O)Cc1cccs1)NCC(=O)Nc1ccc(F)cc1 was read as UBC13 polyUb 8, SENP8 block-1 -38, PfG6PD inh 12, SENP1 inh 3, SENP7 inh 4, HKDC1 inh 0, SENP8 block-2 0, MIN6 prolif -4 and SENP6 inh 0.
CC(=O)N1CCCc2cc(S(=O)(=O)N3CCCC(C(=O)NCc4ccc(Cl)cc4)C3)ccc21 (stereo not given) was read as UBC13 polyUb 10, SENP8 block-1 10, PfG6PD inh 2, SENP1 inh 2, SENP7 inh 4, HKDC1 inh 2, SENP8 block-2 -7, MIN6 prolif -2 and SENP6 inh 11.
Screening Cn1c(=O)[nH]c(=O)c2c1nc(N1CCCCCC1)n2CCSc1nc2ccccc2[nH]1 returned UBC13 polyUb 10, SENP8 block-1 30, PfG6PD inh -5, SENP1 inh -1, SENP7 inh 5, HKDC1 inh -1, SENP8 block-2 -1, MIN6 prolif -1 and SENP6 inh 11.
Screening O=C(CCc1nnc(COc2ccccc2)o1)NCc1ccccc1 returned UBC13 polyUb -3, SENP8 block-1 2, PfG6PD inh -9, SENP1 inh -4, SENP7 inh -4, HKDC1 inh -11, SENP8 block-2 -6, MIN6 prolif -3 and SENP6 inh 0.
Screening COc1ccc(NC(=O)C2C3C=CC(C3)C2C(=O)NCc2ccco2)c(OC)c1 (stereo not given) returned UBC13 polyUb 0, SENP8 block-1 29, PfG6PD inh 6, SENP1 inh -1, SENP7 inh 11, HKDC1 inh -4, SENP8 block-2 -1, MIN6 prolif -2 and SENP6 inh -24.

For convenience, some entries already given.
CC(C)CC(NC(=O)/C(=C\c1ccco1)NC(=O)c1ccco1)C(=O)O (stereo not given) was read as UBC13 polyUb -2, SENP8 block-1 -7, PfG6PD inh -1, SENP1 inh -15, SENP7 inh 4, HKDC1 inh -5, SENP8 block-2 -2, MIN6 prolif -1 and SENP6 inh -11.
O=C(COC(=O)Cc1cccs1)NCC(=O)Nc1ccc(F)cc1 was read as UBC13 polyUb 8, SENP8 block-1 -38, PfG6PD inh 12, SENP1 inh 3, SENP7 inh 4, HKDC1 inh 0, SENP8 block-2 0, MIN6 prolif -4 and SENP6 inh 0.
CC(=O)N1CCCc2cc(S(=O)(=O)N3CCCC(C(=O)NCc4ccc(Cl)cc4)C3)ccc21 (stereo not given) was read as UBC13 polyUb 10, SENP8 block-1 10, PfG6PD inh 2, SENP1 inh 2, SENP7 inh 4, HKDC1 inh 2, SENP8 block-2 -7, MIN6 prolif -2 and SENP6 inh 11.
Screening Cn1c(=O)[nH]c(=O)c2c1nc(N1CCCCCC1)n2CCSc1nc2ccccc2[nH]1 returned UBC13 polyUb 10, SENP8 block-1 30, PfG6PD inh -5, SENP1 inh -1, SENP7 inh 5, HKDC1 inh -1, SENP8 block-2 -1, MIN6 prolif -1 and SENP6 inh 11.
Screening O=C(CCc1nnc(COc2ccccc2)o1)NCc1ccccc1 returned UBC13 polyUb -3, SENP8 block-1 2, PfG6PD inh -9, SENP1 inh -4, SENP7 inh -4, HKDC1 inh -11, SENP8 block-2 -6, MIN6 prolif -3 and SENP6 inh 0.
Screening COc1ccc(NC(=O)C2C3C=CC(C3)C2C(=O)NCc2ccco2)c(OC)c1 (stereo not given) returned UBC13 polyUb 0, SENP8 block-1 29, PfG6PD inh 6, SENP1 inh -1, SENP7 inh 11, HKDC1 inh -4, SENP8 block-2 -1, MIN6 prolif -2 and SENP6 inh -24.

Compound activity deposited in PubChem BioAssay by Sanford-Burnham Center for Chemical Genomics.
